TSHR antagonist = blocks TSH signaling through the human TSH receptor | P16473 | TSHR-expressing cells, TSH-stimulated cAMP HTRF, 2 h; hits give low values | activity change, negative = inhibition, % at 11.5 µM | 0.2% of 330,000 active | AID 504810;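 active = activity change below a set negative limit, meaning inhibition stronger than a set level, cut at about -70% in these data; inconclusive = activity change between two set negative limits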; note: % is set by controls: 0 for no effect and ±100 for the full control effect
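TSHR-expressing cells, 200/well, pre-treated with compound, then stimulated with EC80 TSH (4nM final) for 2 hours at 37 deg C. cAMP measured by competitive HTRF: anti-cAMP cryptate antibody in lysis buffer plus cAMP-d2, read after 30 minutes at room temperature.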
a7 integrin act = integrin-mediated muscular dystrophy alleviation activation; alpha7betagal myoblasts, beta-gal FDG fluorescence, 48 h; Potency, µM (highest dose often 38.3 µM), for inactives: at the highest dose activation, most hits filed as activators; 0.064% of 350,000 active; AID 624291;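 note: potency is the fitted concentration of half-maximal effect; 100% = response of the positive control SU9516; nearly all actives have a fitted effect of over 60% in size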
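Alpha7betagal+/- myoblasts (passage 13) were plated 16-24 hr, then exposed to compounds (1:260 dilution of DMSO stock) for 48 hours at 37C. After MPER lysis, β-galactosidase reporter activity was read as FDG fluorescence (ex 480/em 540) after 30 minutes.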
A-T KAP1 phos = potential ataxia-telangiectasia treatments restoring KAP-1 phosphorylation. […] A-T fibroblasts, KAP-1 phosphorylation AlphaLISA; neocarzinostatin DNA damage 30 min before lysis. 0.19% of 320,000 active. Potency, µM (highest dose often 57.5 µM), for the others: at the top dose activation, hits mostly activators; note: potency is the fitted concentration of half-maximal effect; % of control where 0% means no effect; nearly all actives have a fitted effect of over 45% in size
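ATM-like activity read as KAP-1 phosphorylation via AlphaLISA donor/acceptor antibody pairs after lysis and 6 hr at 25C. Cells were ATM-null patient fibroblasts ([…], hTERT), dosed 60 min, then exposed to the DSB inducer NCS for 30 min.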
CXXC DNA block = inhibitors of human MLL CXXC domain-DNA interaction. Q03164. MLL-CXXC / FITC-HOXA9 DNA fluorescence polarization. Potency, µM (highest dose often 115 µM), without a hit: at the top dose activity change, negative = inhibition, usual class: inhibitors. 0.037% of 290,000 active; active = well fitted inhibition curve with a large enough effect in the polarisation, with a control signal flat, not every such curve was filed as active; inconclusive = small, poorly fitted or top-dose-only effect, or effect the other way, or a change in a side signal; inactive = no such curve, though single readings can be large or run the other way; the % refers to the polarisation; note: potency is the fitted concentration of half-maximal effect
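Steps: dispense CXXC domain solution (7 uM) → pin compounds or unlabeled HOX-A9 DNA control → 5 min ambient → add FLSN-HOX-A9 solution (50 nM) → spin → 30 min ambient → fluorescence polarization. Tris pH 7.5/NaCl/DTT/BSA buffer.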
Mito fusion yeast = mitochondrial division inhibition or fusion activation | S. cerevisiae fusion-defective mutant growth rescue, CellTiterGlo 48 h | 0.23% of 320,000 active | Potency, µM (top dose mostly 46.1 µM), inactives show at the top dose growth rescue (activation), actives largely listed as activators;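 note: potency is the fitted concentration of half-maximal effect; % of control where 0% means no effect; nearly all actives have a fitted effect of over 45% in size; temperature-sensitive fusion mutants such as fzo1-1 at 37 °C on non-fermentable ethanol glycerol medium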
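Growth-rescue viability read-out: after 48 h at the non-permissive 37C in glycerol/ethanol YPEG, yeast mitochondrial fusion mutants are measured by CellTiterGlo luminescence; compounds (23 nl pinned per well) restoring growth score as division inhibitors or fusion activators.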
MBNL1 CUG block = blocks human MBNL1 binding to CUG repeat RNA; AID 2675; 0.036% of 280,000 active; Potency, µM (titrated, usually from 57.5 µM), for inactives: at the highest dose activity change, negative = inhibition, usual class: inhibitors; TR-FRET MBNL1-His/biotin-(CUG)12 binding, 665/545 ratio; active = well fitted inhibition curve with a large enough effect in the signal ratio, with a control signal flat, not every such curve was filed as active; inconclusive = small, poorly fitted or top-dose-only effect, or effect the other way, or a change in a side signal; inactive = no such curve, though single readings can be large or run the other way; the % refers to the signal ratio; note: potency is the fitted concentration of half-maximal effect; % is set by controls: 0 for no effect and ±100 for the full control effect
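MBNL1-His + Biotin-(CUG)12, cpd titration 92 nM–58 uM; Tb anti-His Ab 0.055 ng/ul, SA-XL665 5 nM (final); 60 min RT; ratiometric 665/545 nm, Ex 340 nm; normalized to buffer and full-complex controls.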
TSG101-PTAP inh = blocks PTAP/TSG101 interaction to inhibit HIV-1 budding; Fluorescence polarization, FITC-PTAP peptide / Tsg101 binding; Q99816; 340,000 tested, under 10 active; Potency, µM (titrated, usually from 115 µM), inactives show top-dose activity change, negative = inhibition, actives largely listed as inhibitors; AID 493005; active = well fitted inhibition curve with a large enough effect in the main read-out, with a control signal flat, not every such curve was filed as active; inconclusive = small, poorly fitted or top-dose-only effect, or effect the other way, or a change in a side signal; inactive = no such curve, though single readings can be large or run the other way; note: potency is the fitted concentration of half-maximal effect; % of control where 0% means no effect
Target sequence (Q99816 whole entry, looked up): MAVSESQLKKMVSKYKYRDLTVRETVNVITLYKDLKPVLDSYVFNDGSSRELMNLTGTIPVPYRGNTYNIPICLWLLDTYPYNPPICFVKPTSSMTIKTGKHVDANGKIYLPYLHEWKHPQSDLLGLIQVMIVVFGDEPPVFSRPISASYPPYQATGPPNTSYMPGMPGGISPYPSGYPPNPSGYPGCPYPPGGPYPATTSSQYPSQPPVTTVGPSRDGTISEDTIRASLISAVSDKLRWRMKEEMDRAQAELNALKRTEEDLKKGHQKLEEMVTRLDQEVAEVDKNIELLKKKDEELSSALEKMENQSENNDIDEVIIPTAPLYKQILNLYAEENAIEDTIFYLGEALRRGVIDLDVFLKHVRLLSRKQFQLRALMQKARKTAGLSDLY
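Tsg101 binding domain (10 uM final) was mixed with compound and a FITC-labeled PTAP peptide (50 nM final) in HEPES pH 7.5 buffer with NaCl, Tween 20, EDTA and TCEP; fluorescence polarization was read after 20 min at r.t.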
S-ASM inh = inhibitors of human secretory acid sphingomyelinase. Potency, µM (series often up to 57.5 µM), inactives show at the highest dose activity change, negative = inhibition, usual class: inhibitors. P17405. 0.006% of 340,000 active. placental ASM, HMU-PC fluorogenic substrate, 60 min; note: potency is the fitted concentration of half-maximal effect
Target sequence (P17405 47-631 limits assumed): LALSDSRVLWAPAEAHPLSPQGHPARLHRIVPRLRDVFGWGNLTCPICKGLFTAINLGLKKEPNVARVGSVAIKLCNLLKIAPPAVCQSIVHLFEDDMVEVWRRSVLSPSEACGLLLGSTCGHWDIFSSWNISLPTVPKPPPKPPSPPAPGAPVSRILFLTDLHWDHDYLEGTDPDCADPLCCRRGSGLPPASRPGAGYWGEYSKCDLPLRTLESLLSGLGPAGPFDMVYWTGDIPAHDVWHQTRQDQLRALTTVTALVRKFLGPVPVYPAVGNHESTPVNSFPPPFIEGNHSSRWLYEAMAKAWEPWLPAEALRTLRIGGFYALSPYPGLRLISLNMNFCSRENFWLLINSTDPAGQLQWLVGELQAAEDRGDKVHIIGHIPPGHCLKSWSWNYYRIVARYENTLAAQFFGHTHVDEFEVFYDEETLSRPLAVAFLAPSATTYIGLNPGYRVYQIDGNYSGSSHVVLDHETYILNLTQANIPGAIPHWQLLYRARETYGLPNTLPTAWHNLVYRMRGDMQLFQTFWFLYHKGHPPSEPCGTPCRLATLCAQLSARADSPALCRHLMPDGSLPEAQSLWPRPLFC
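qHTS format. ASM enzyme prepared from human placenta hydrolyses the fluorogenic substrate HMU-PC0 (9 uM final) over 60 min at 37 °C after a 10 min compound preincubation.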
TCR activator = activates T cell receptor signaling; primary human leukocytes, anti-CD3, IL-2 HTRF, 48 h; AID 504894; 330,000 tested, under 10 active; Potency, µM (titrated, usually from 9.22 µM), for inactives: top-dose activation of IL-2 secretion, hits mostly activators; note: % of control where 0% means no effect
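TCR engagement came from a-CD3 beads alone, with compounds added to primary human leukocytes for 48 hr. Secreted IL-2 bridged europium cryptate- and d2-labelled anti-IL-2 antibodies, giving FRET emission at 665nm after 320nm excitation.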
Menin-MLL TR inh = displaces Texas Red mutant MLL peptide from human menin. Menin + Texas Red MLL mutant peptide, fluorescence polarization. Potency, µM (top dose mostly 61.6 µM), for inactives: at the top dose FP activity change, negative = inhibition, usual class: inhibitors. O00255. 0.23% of 270,000 active; active = well fitted inhibition curve with a large enough effect in the polarisation, with a control signal flat, not every such curve was filed as active; inconclusive = small, poorly fitted or top-dose-only effect, or effect the other way, or a change in a side signal; inactive = no such curve, though single readings can be large or run the other way; the % refers to the polarisation; note: potency is the fitted concentration of half-maximal effect; % of control where 0% means no effect; many of its hits are not listed in these tables
An asterisk follows results filed as active; ? = inconclusive; . = no result given; [ ] = dose if it differs, or a comment. Unless noted, calls come from the whole dose curve; as a rule, active = well fitted curve in the direction sought with a large enough effect; inconclusive = small, poorly fitted or top-dose-only effect, or another doubt; inactive = no such curve, though single readings can be large; an effect the other way counts as inactive or inconclusive. These rows are one share of the data. The share of hits here may be higher or lower than overall.

molecule,TSHR antagonist,a7 integrin act,A-T KAP1 phos,CXXC DNA block,Mito fusion yeast,MBNL1 CUG block,TSG101-PTAP inh,S-ASM inh,TCR activator,Menin-MLL TR inh
CNC(=O)Nc1cc(NC(=O)NC)cc(C(F)(F)F)c1,-1,?,2%,0%,0%,19%,0%,1%,-3%,.
COc1ccc(/C=C2/SC(=S)N(CC(=O)O)C2=O)cc1OCc1ccc(Cl)cc1,-19,-2%,-16%,?,2%,?,-7%,-1%,-5%,?
C/C(Cn1nc([N+](=O)[O-])cc1C)=N\NC(=O)c1ccc(C(C)(C)C)cc1,3,34%,.,16%,2%,2%,-4%,2%,2%,2%
CCOC(=O)Cn1cc(C#N)c(=O)[nH]c1=O,9,?,17%,-8%,0%,-3%,-2%,5%,4%,.
CCCCSC(=O)Nc1ccccc1,13,13%,27%,4%,3%,10%,-4%,-2%,-4%,0%
O=C(NCc1ccccc1)c1cccc(COc2cccc(Cl)c2)c1,-9,-19%,4%,7%,9%,-6%,0%,-6%,1%,9%
O=C(COc1ccc(Nc2ccccc2)cc1)Nc1ccncc1,-12,-48%[inhibitor],1%,.,?,.,-8%,-1%,6%,.
COc1ccc(C2=NN(C(=O)c3ccco3)C(c3ccco3)C2)cc1OC (centres undefined),45,-23%,4%,23%,18%,27%,0%,-1%,3%,?
CCc1ccc(C(CC(=O)O)N2Cc3ccccc3C2=O)cc1 (centres undefined),-2,9%,0%,0%,0%,-1%,0%,-2%,1%,32%[activator]
COc1ccc(S(=O)(=O)N(CC(=O)NC2CC2)c2ccc(C)cc2)cc1,4,18%,0%,-3%,-2%,7%,2%,2%,2%,-11%
O=C(Cn1cnc2c(NCc3ccccc3)ncnc21)NCCCc1ccccc1,0,-14%,-16%,.,.,.,-6%,6%,-2%[46.1 µM],.
CCCC(=O)OCC(=O)Nc1ccc2[nH]c(=O)[nH]c2c1,2,3%,-1%,17%,-1%,-9%,0%,12%,19%,4%
Cc1oc(-c2ccccc2Cl)nc1CS(=O)(=O)CC(=O)NC(C)c1ccccc1 (centres undefined),-1,9%,4%,.,4%,-3%,-4%,-3%,-8%,-19%
COc1ccc(C(=O)NNC(=O)CSc2nnc(COc3ccccc3)n2C)cc1,4,7%,1%,-4%,-6%,?,-4%,2%,0%,5%
CC/C(C)=N/Nc1nc2c(c(=O)[nH]c(=O)n2C)n1Cc1ccccc1,2,0%,-20%,7%,0%,-1%,-3%,8%,7%,4%
CC12CCCC(CC(=O)O)(C1)NC(=O)C2 (centres undefined),.,16%,.,.,.,.,-1%,2%,-71%,.
CCCN(Cc1cc2cc(C)ccc2[nH]c1=O)C(=O)c1ccccn1,2,-37%[inhibitor],15%,-4%,-5%,-8%,1%,-4%,0%,.
Cc1cccc(OCC(=O)Nc2ccc3c(c2)nc(CCN2CCN(c4ccccn4)CC2)n3C)c1,-25,-50%[inhibitor],4%,7%,-6%,-8%,-5%,1%,7%,-19%
CC[C@@]1(C(=O)OC)N[C@H](CN(C)C(=O)c2ccc(F)cc2)[C@@H]2C(=O)N(Cc3ccccc3)C(=O)[C@@H]21,2,17%,6%,.,.,.,-2%,1%,0%,.
CCCCNC(=O)CCC(=O)Nc1ccc2nc(N3CCC(C)CC3)cc(C)c2c1,-6,-11%,8%,-2%,1%,11%,0%,.,2%,-17%
COc1ccc(CCN2CC(C(=O)NCc3cc(C)on3)CCC2=O)cc1 (centres undefined),6,0%,2%,-5%,1%,-9%,-2%,1%,-5%,1%
CC(Sc1nnc(-c2cccnc2)o1)C(=O)NC1CCCC1 (centres undefined),11,-1%,2%,.,-2%,.,0%,0%,-5%,.
CCOC(=O)c1cnn(-c2nc(SC)nc3sc4c(c23)CCCC4)c1N,-5,-9%,1%,-2%,-7%,5%,-5%,-10%,-2%,-12%
CSc1ccc(NC(=O)NCc2cccnc2)cc1,-4,?,0%,5%,-3%,-14%,1%,6%,-5%,?
Cc1nc([N+](=O)[O-])cn1CC(O)c1ccc(F)cc1 (centres undefined),-4,7%,-6%,10%,4%,22%,-2%,13%,0%,.
O=C(Cn1c(=S)[nH]c2ccccc2c1=O)N1CCN(c2ccc(F)cc2)CC1,-2,15%,3%,-1%,-4%,189%[activator],-1%,-2%,-17%,8%
CCCCCC(=O)NC(=S)Nc1ccc(N2CCCCC2)c(Cl)c1,7,28%,4%,2%,-14%,-3%,-9%,1%,.,4%
CCOC(=O)CNC(=O)N1CCCC(C(=O)c2ccc3c(c2)OCO3)C1 (centres undefined),-3,-5%,-1%,3%,-3%,13%,-3%,3%,9%,9%
CCOC(=O)c1ccccc1NC(=O)COC(=O)CCNS(=O)(=O)c1cccs1,-2,-18%,1%,.,-1%,.,-3%,-1%,-2%,.
CCOC(=O)C[C@H]1c2cc(F)ccc2S(=O)(=O)N1C1CCCCC1,.,-1%,.,.,.,.,1%,5%,0%,.
O=C(Nc1cccc2ccccc12)N1CCN(c2ccccc2)CC1,22,25%,-7%,22%,-4%,1%,-4%,5%,-5%,-5%
COc1ccc(C2CC(c3ccccc3)Nc3nc(NC(=O)c4cccs4)nn32)cc1 (centres undefined),2,6%,1%,26%,5%,1%,0%,-5%,8%,20%
CCN1CCN(CCCNC(=O)C2CCCN(c3nc4c(C)cc(C)cc4s3)C2)CC1 (centres undefined),-8,-59%[inhibitor],-10%,.,-10%,4%,1%,-2%,-8%,-8%
O=c1[nH]nnc2c1sc1nc(N3CCOCC3)c3c(c12)CCCC3,.,-9%,.,.,.,.,-11%,2%,-5%,.
COc1ccc2[nH]c3c(c2c1)CCN1C(=O)C(CC(=O)NCCCn2ccnc2)C[C@H](C(=O)N2CCCCC2)[C@@]31CCc1ccccc1 (some centres undefined),3,5%,2%,.,.,.,-3%,-7%,-32%[inhibitor][46.1 µM],.
CCOC(=O)C1C(C(=O)OC)=C(C(=O)OC)c2ccccc2N1S(=O)(=O)C(F)(F)F (centres undefined),20,-15%,16%,.,.,.,-1%,1%,3%[46.1 µM],-14%

An excerpt of these results, as labelled records.
COc1ccc(C2CC(c3ccccc3)Nc3nc(NC(=O)c4cccs4)nn32)cc1 (centres undefined)
  TSHR antagonist: 2
  a7 integrin act: 6%
  A-T KAP1 phos: 1%
  CXXC DNA block: 26%
  Mito fusion yeast: 5%
  MBNL1 CUG block: 1%
  TSG101-PTAP inh: 0%
  S-ASM inh: -5%
  TCR activator: 8%
  Menin-MLL TR inh: 20%
CCN1CCN(CCCNC(=O)C2CCCN(c3nc4c(C)cc(C)cc4s3)C2)CC1 (centres undefined)
  TSHR antagonist: -8
  a7 integrin act: -59%[inhibitor]
  A-T KAP1 phos: -10%
  CXXC DNA block: .
  Mito fusion yeast: -10%
  MBNL1 CUG block: 4%
  TSG101-PTAP inh: 1%
  S-ASM inh: -2%
  TCR activator: -8%
  Menin-MLL TR inh: -8%
O=c1[nH]nnc2c1sc1nc(N3CCOCC3)c3c(c12)CCCC3
  TSHR antagonist: .
  a7 integrin act: -9%
  A-T KAP1 phos: .
  CXXC DNA block: .
  Mito fusion yeast: .
  MBNL1 CUG block: .
  TSG101-PTAP inh: -11%
  S-ASM inh: 2%
  TCR activator: -5%
  Menin-MLL TR inh: .
COc1ccc2[nH]c3c(c2c1)CCN1C(=O)C(CC(=O)NCCCn2ccnc2)C[C@H](C(=O)N2CCCCC2)[C@@]31CCc1ccccc1 (some centres undefined)
  TSHR antagonist: 3
  a7 integrin act: 5%
  A-T KAP1 phos: 2%
  CXXC DNA block: .
  Mito fusion yeast: .
  MBNL1 CUG block: .
  TSG101-PTAP inh: -3%
  S-ASM inh: -7%
  TCR activator: -32%[inhibitor][46.1 µM]
  Menin-MLL TR inh: .
